# Runt-SMMHC FRET: inhibitors of human RUNX1 Runt domain binding to CBFb-SMMHC; Cerulean-Runt/Venus-CBFb-SMMHC FRET ratio 530/480, 1 h; inhibition, % at 20 µM; 220,000 tested, 0.74% active;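 active = mean inhibition across duplicate retests at 20 µM reaching about 50%, limit read from the data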;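 also: 0% = DMSO wells and 100% = wells with excess untagged CBFb-SMMHC; inhibitors lower the FRET ratio by blocking Runt binding to CBFb-SMMHC; some results filed as inactive read as strong as hits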
# Tb hexokinase: blocks Trypanosoma brucei hexokinase 1 activity; inhibition, % at 10 µM; AID 1430; 220,000 tested, 0.11% active; recombinant TbHK1, G6PDH-coupled NADH A340;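 active = inhibition of 50% or more in the single-dose primary screen; inactive = inhibition below 50%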
# Runt-CBFb FRET: blocks binding of human RUNX1 Runt domain to CBFb; Q01196+Q13951; 220,000 tested, 0.46% active; AID 1496; Cerulean-Runt/Venus-CBFb FRET ratio 530/480, 1 h; inhibition, % at 20 µM;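 active = inhibition over about 50% at 20 µM in the single-dose screen, limit read from the data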;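 also: 0% = DMSO wells and 100% = excess unlabeled CBFb competitor control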
#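 Assay system: Cerulean-Runt domain / Medium: Tris 50 mM pH 7.5, KCl, K2SO4, 0.01% BSA / Timing: protein complex preformed 1 h, compound exposure 1 h, room temperature, dark / Measured by: FRET, excitation 422 nm, emission at 530 and 480 nm / Evaluation: loss of energy transfer signal / Control set: 5 µM unlabeled CBFb as full-inhibition high control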
# EBV gp42 block: EBV gp42 inhibition. Fluorescence polarization binding assay, mP read-out. 220,000 tested, 0.42% active. Q1HVG2. inhibition, % (tested at 21.74 µM); in the data active = inhibition above about 50%
# Calpain2 inh: inhibitors of pig calpain II | inhibition, % at 16 µM | AID 1236 | 220,000 tested, 0.37% active | purified calpain II, fluorogenic peptide substrate, 30 min;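 active = inhibition above about 50%, limit read from the data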
# p97 inhibitor: human p97 ATPase inhibition. recombinant p97 ATPase, Kinase-Glo ATP luminescence, 3 h. inhibition, % at 8 µM. 220,000 tested, 0.42% active. AID 1481; in the data active = inhibition above about 15%;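 also: 0% = DMSO vehicle and 100% = wells lacking enzyme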
# Target sequence (P55072 whole entry, looked up): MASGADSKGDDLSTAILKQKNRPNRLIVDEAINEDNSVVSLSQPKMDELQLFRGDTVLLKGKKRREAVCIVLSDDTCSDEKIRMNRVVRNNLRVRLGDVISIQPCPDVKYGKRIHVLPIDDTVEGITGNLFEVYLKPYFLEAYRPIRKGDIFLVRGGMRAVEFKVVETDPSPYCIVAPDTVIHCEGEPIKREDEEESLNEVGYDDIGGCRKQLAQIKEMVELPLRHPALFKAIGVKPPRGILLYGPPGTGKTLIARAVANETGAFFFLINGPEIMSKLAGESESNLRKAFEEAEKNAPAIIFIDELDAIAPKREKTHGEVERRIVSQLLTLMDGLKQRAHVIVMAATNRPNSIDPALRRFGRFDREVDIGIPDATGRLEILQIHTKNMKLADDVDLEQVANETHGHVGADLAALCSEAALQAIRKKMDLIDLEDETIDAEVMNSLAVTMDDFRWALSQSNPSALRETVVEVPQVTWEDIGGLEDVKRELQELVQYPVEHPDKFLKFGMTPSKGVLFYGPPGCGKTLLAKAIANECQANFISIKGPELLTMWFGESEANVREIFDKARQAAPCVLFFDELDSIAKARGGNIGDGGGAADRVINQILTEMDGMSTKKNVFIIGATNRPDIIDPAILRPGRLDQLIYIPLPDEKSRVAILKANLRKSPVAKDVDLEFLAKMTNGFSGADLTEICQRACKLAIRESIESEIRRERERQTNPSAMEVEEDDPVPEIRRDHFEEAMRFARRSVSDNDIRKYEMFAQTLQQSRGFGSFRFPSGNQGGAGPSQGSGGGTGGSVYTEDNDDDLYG
# Furin inh: inhibitors of human furin; P09958; purified furin, fluorogenic substrate cleavage; inhibition, % at 30 µM; 220,000 tested, 0.061% active; in the data active = inhibition above about 25%; also: inactives centre near -15
# NCF1 inh: blocks human p47phox regulatory protein of NADPH oxidases; P14598; p47phox/p22phox peptide binding, fluorescence polarization, 2 h; inhibition, % at 24.7 µM; 220,000 tested, 0.53% active; AID 1274;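 active = inhibition above about 30%, limit read from the data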;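 also: 0% = p47phox with labelled peptide and 100% = labelled peptide alone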
# RBBP9 inhibitor: blocks human serine hydrolase RBBP9. 220,000 tested, 0.2% active. O75884. recombinant RBBP9, FP-Rh probe fluorescence polarization. inhibition, % at 7.94 µM. AID 1515;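 active = inhibition above the campaign mean of all tested compounds plus 3 SD, cut at about 14% in these data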;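 also: plate controls were DMSO wells with RBBP9 for no effect and wells lacking RBBP9 protein for full effect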
# Target sequence (O75884 whole entry, looked up): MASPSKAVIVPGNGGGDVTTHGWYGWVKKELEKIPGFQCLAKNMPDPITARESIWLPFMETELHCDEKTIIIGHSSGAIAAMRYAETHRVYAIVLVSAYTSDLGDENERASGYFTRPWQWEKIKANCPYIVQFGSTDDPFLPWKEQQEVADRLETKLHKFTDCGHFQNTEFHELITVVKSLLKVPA
#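 System: RBBP9 protein / Quantity: 2.5 µM RBBP9 dispensing solution, before mixing / Also added: Serine-hydrolase probe FP-Rh, 375 nM pre-mixing / Dosing: 7.94 µM single dose, 0.794% DMSO / Timing: enzyme-compound preincubation 30 min, then probe labeling 45 min, 25 °C / Signal: FP readout at 525/598 nm / Controls: DMSO-treated enzyme wells and wells lacking RBBP9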
# Active calls of the source: *; i = inactive; / = no result given; [ ] = another dose, or the depositor's remark. This is a random part of the collection, and some 2.7% of all compounds hit somewhere here.
# Preview (3 entries):
SMILES,Runt-SMMHC FRET,Tb hexokinase,Runt-CBFb FRET,EBV gp42 block,Calpain2 inh,p97 inhibitor,Furin inh,NCF1 inh,RBBP9 inhibitor
CC(C)(C)n1nnnc1CN1CCN2CCCC2C1 (stereo not given),-1,0,2,-6,-28,-5,-18[20 µM],-6,-11
O=S(=O)(c1ccc(Cl)cc1)N1CCC(n2cnc3cc(C(F)(F)F)ccc32)CC1,/,-1,/,/,/,-5,0[20 µM],/,-7
CCOc1cc(/C=N/Nc2nn3cnnc3c3ccccc23)ccc1O,-2,-38,0,-12,17,-33,-18,-23,-3

# The list itself (from the top)
SMILES,Runt-SMMHC FRET,Tb hexokinase,Runt-CBFb FRET,EBV gp42 block,Calpain2 inh,p97 inhibitor,Furin inh,NCF1 inh,RBBP9 inhibitor
CC(C)(C)n1nnnc1CN1CCN2CCCC2C1 (stereo not given),-1,0,2,-6,-28,-5,-18[20 µM],-6,-11
O=S(=O)(c1ccc(Cl)cc1)N1CCC(n2cnc3cc(C(F)(F)F)ccc32)CC1,/,-1,/,/,/,-5,0[20 µM],/,-7
CCOc1cc(/C=N/Nc2nn3cnnc3c3ccccc23)ccc1O,-2,-38,0,-12,17,-33,-18,-23,-3
CCOC(=O)NC(=O)/C(C#N)=C\Nc1sccc1C(=O)OC,-128,-3,-123,12,10,2,-5,-27,2
O=C(CSc1nc2ccccc2c(=O)n1CCCN1CCOCC1)c1c[nH]c2ccccc12,3,-10,-5,-11,5,5,-24,-15,-10
Cc1ccc2oc3c(c(=O)c2c1)C(c1cccc(O)c1)N(c1ccccn1)C3=O (stereo not given),-1,4,0,2,8,-4,-16,-8,-12
Cn1c(Cn2cnc([N+](=O)[O-])n2)nnc1SCC(=O)Nc1ccc(Br)cc1,1,-1,2,-20,-1,6,-10,3,3
COc1ccc(NC(=O)C2=Cc3cccc(OC)c3OC2)cc1,-4,-10,1,-10,32,1,-12,0,0
CC(NC(=O)COC(=O)c1ccc2c(c1)S(=O)(=O)N=C1CCCCCN12)C12CC3CC(CC(C3)C1)C2 (stereo not given),-79,-1,1,-32,8,4,-7,-17,-5
CC(c1ccco1)N(C(=O)c1ccccc1NS(=O)(=O)c1ccc(Cl)c([N+](=O)[O-])c1)c1ccccn1 (stereo not given),0,32,-3,-5,25,4,-6,-9,0
O=C(CNC(=O)c1ccncc1)N/N=C/c1cc(Br)ccc1O,1,29,1,-21,-17,5,-2,-2,-13
N#CCSc1nnc(-c2ccccc2O)n1CCc1ccccc1,-7,-5,1,-11,-1,2,-21,-7,1
CCOc1c2ccc(C(=O)NCc3ccc(C(F)(F)F)cc3C(F)(F)F)cc2nn1C,-13,0,/,1,i,-1,-22[20 µM],-3,-5
COc1cccc(C(=O)c2c(C)c(CCC#N)n3ccccc23)c1OC,-6,-21,1,-10,24,5,3,2,4
CCOc1ccc(C(=O)CN2CCN(S(=O)(=O)c3ccc(OC)cc3)CC2)cc1,2,-3,-1,-16,1,-8,-25[20 µM],-2,-8
Cc1ccc(NC(=O)CN2CCCC2)c2c1CC(C)(C)O2,-4,-8,1,-1,-2,2,-24,-2,-3
Nc1nc(=S)[nH]c2c1C1(CCCC1)Cc1ccccc1-2,-2,-11,-3,-22,15,-3,-17[20 µM],3,-12
Cc1nn(-c2ccccc2)cc1/C=N/NC(N)=S,-1,-36,1,-7,-4,1,-21,2,0
Cc1c(C(=O)OC(C)C)nnn1-c1nonc1N,0,-2,-3,-12,-25,5,-23[20 µM],-13,1
COc1ccc(N2CCN(CC(=O)N3N=CCC3c3ccccc3)CC2)cc1 (stereo not given),5,0,0,-17,14,-2,-22,-3,1
COC(=O)c1cc(Br)c(=O)n(-c2cccc(F)c2)c1,-5,-7,0,-4,-8,2,2[20 µM],-7,-4
O=C(Nc1ccccc1)NC1CCS(=O)(=O)C1 (stereo not given),3,5,0,-1,-20,2,-8[20 µM],-16,-4
O=[N+]([O-])c1ccc(Cl)c2cccnc12,-5,-7,1,-2,-9,2,-24,-3,-13
CCCCc1n[nH]c(=S)n1Cc1ccc(C)cc1,2,3,6,-17,34,4,-21,8,-1
CC(NC(=O)C(=O)NCC1CCCO1)c1ccccc1 (stereo not given),3,-1,-1,9,-19,2,-12,5,-8
c1csc(-c2cnc3n2CCCC3)c1,2,-3,-1,/,/,4,-16,/,-9
Cc1ccc(N2C(=O)CC(N3CCN(C)CC3)C2=O)cc1 (stereo not given),-1,-4,0,-14,-13,-1,-20[20 µM],-10,-1
Cc1nn(CCCC(=O)N2CCN(c3ccc(F)cc3)CC2)c(C)c1[N+](=O)[O-],1,26,1,-2,19,-5,-20,-4,-10
CC1Cc2ccccc2N1C(=O)CSc1nc(N)cc(=O)[nH]1 (stereo not given),-2,-5,2,-19,-3,2,-19[20 µM],-1,1
O=C(CN1C(=O)c2ccccc2S1(=O)=O)c1ccc2c(c1)OCCO2,0,1,0,0,10,-2,-5,-5,-9
COc1ccc(-c2nnn(CC(=O)N3CCOCC3)n2)cc1,2,-6,1,-15,-8,-4,-17[20 µM],-5,6
Cc1oc(-c2ccccc2)cc1C(=O)Nc1cccc2ccccc12,6,1,4,3,-31,4,-28[20 µM],-14,-15
CSc1nc(NCc2ccco2)c2c3c(sc2n1)CN(C)CC3,10,-8,/,-6,-42,-5,-20,-16,-12
COc1ccc(OC)c(C2C(C(C)=O)=C(O)C(=O)N2CCC(=O)O)c1 (stereo not given),3,-22,2,-30,1,6,-6,-3,-10
CCOc1cccc(C(=O)Nc2cccnc2)c1,-5,-3,-2,0,-71,0,-20,-8,4
O=C(OCc1cc(Cl)ccc1OC(F)F)c1cccnc1,-5,2,-1,5,-29,0,-14,-11,-5
CC1=NOC2(C1)N(C)c1ccccc1C2(C)C (stereo not given),-2,0,-1,-3,14,1,10,-1,-3
CCOc1ccc(NC(=O)N2CCN(S(C)(=O)=O)CC2)cc1,11,3,-2,-11,-19,8,-23,-9,-6
CSc1nc(C)c(CCOC(=O)c2ccccc2)c(=O)[nH]1,3,-3,-1,-21,-20,1,-22[20 µM],-5,-3
C=CCOc1ccccc1CN1CCCC(CCC(=O)N(C)CCc2ccccn2)C1 (stereo not given),-1,3,0,-7,0,-1,-6,/,5
O=C(Nc1ccccc1Oc1ccccc1)c1ccc(Br)o1,2,-10,0,10,11,-3,-7[20 µM],-6,-3
CCN(CC)S(=O)(=O)c1cc(NC(=O)NCCCl)ccc1C,16,-3,-1,-2,10,2,-15,-5,-8
COC(=O)c1sc(-c2ccc(C(C)(C)C)cc2)cc1NC(=O)/C=C/C(=O)O,-3,-2,16,5,12,-10,-8,-2,-10
Cc1nccc(-c2ccc(-n3c(C)ccc3C)cc2)n1,4,0,2,0,25,-2,-7,-18,-7
Cc1nc(N2CCC(C)CC2)c2nnn(Cc3ccccc3)c2n1,-4,-2,-2,-13,6,-6,-18[20 µM],-2,-2
COc1ccc(-c2cnn3c4c(c(C)nc23)CCN4C(C)C)cc1OC,2,-8,1,-5,-148,0,0[20 µM],2,-8
Cc1cccc(-n2ncc3c(N4CCCC4)ncnc32)c1,0,-4,-4,-15,-3,-2,-16[20 µM],-19,-3
COc1ccc(-c2nnc(SCc3c(C)noc3C)n2N)cc1OC,-4,-2,1,-5,-8,1,-25[20 µM],-13,-2
O=Cc1ccc(-c2cccc([N+](=O)[O-])c2)o1,-4,-45,0,-14,8,10,-4,-5,-6
CCc1c(O)nc(SCC(=O)Nc2ccccc2)n(-c2ccccc2)c1=O,5,-1,0,-1,25,-3,-26,-14,-6
CC(=O)Nc1ccc(S(=O)(=O)NNC(=O)COc2ccc(C)cc2)cc1,20,-8,6,2,-17,4,-20,2,2
Cc1c(NC(=O)c2cc(-c3ccc4c(c3)OCO4)on2)c(=O)n(-c2ccccc2)n1C,-2,-4,-1,-18,-46,5,-22,-10,-8
Cn1c(SCc2ccccc2)nnc1-c1cnccn1,-1,1,1,-13,4,-2,-11[20 µM],-5,-6
COc1ccc(N2CC(C(=O)N/N=C/c3ccc([N+](=O)[O-])cc3)CC2=O)cc1 (stereo not given),-7,-20,0,-3,-8,4,-21,-4,-5
O=C(NCc1ccco1)c1cccc(F)c1,0,6,3,-14,-24,0,25[20 µM],-12,-8
COc1cccc(OC)c1C(=O)NC(=S)Nc1ccc2oc(-c3ccncc3)nc2c1,0,-12,-4,-1,-56,-1,-25,-17,-3
COC(=O)CSc1n[nH]c(-c2cccnc2)n1,3,-3,1,-10,9,0,-13[20 µM],-12,-1
Cc1onc(-c2c(F)cccc2Cl)c1C(=O)OCC(=O)c1c[nH]c2ccccc12,-3,-2,-1,-13,42,8,-26,-53,-10
CCc1ccc(C(=O)NNc2ccc(C)c(Cl)c2)cc1,2,6,5,1,5,1,-13,-1,-5
COC(=O)c1sc(-c2ccccc2)cc1NC(C)=O,-2,-13,-6,-11,-13,-2,-17,-3,2

# Next section
SMILES,Runt-SMMHC FRET,Tb hexokinase,Runt-CBFb FRET,EBV gp42 block,Calpain2 inh,p97 inhibitor,Furin inh,NCF1 inh,RBBP9 inhibitor
COc1ccc(CNC(=O)COC(=O)/C=C/c2cccc(Br)c2)cc1,-2,-4,-2,-17,-9,3,-28,-9,3
O=C(NCc1ccc(F)cc1)C1CCC(=O)N1CCc1ccccc1 (stereo not given),1,-1,2,-9,-4,-3,-13,-5,-9
O=C(/C=C/c1cccc([N+](=O)[O-])c1)NCCN1C(=O)S/C(=C\c2ccc(F)cc2)C1=O,-13,31,-6,-5,28,-4,-17,4,-9
c1ccc(-c2csc(Nc3ccc4c(c3)OCCO4)n2)cc1,6,-2,10,4,-6,3,-11[20 µM],-5,-2
COc1ccc(C2CC(c3ccccc3)=NN2C(=O)CN2CCN(Cc3ccccc3)CC2)cc1 (stereo not given),-2,8,-3,13,12,-5,-10,-4,-7
O=C(c1ccccc1)N1CCN(C(=O)c2ccccc2Br)CC1,1,-9,-3,-10,-7,10,-16,-1,6
CCOc1ccccc1NC(=O)C1CCC(CNc2c(N3CCCCC3)c(=O)c2=O)CC1 (stereo not given),0,-4,0,-16,-18,2,-19,-5,4
CN(CCC1CCOCC1)C(=O)CC1C(=O)NCCN1C/C=C/c1ccccc1 (stereo not given),0,-6,1,-2,-19,3,-16,2,-4
O=C(COC(=O)CCC1CCCC1)Nc1ccccc1Sc1ccccc1,-2,10,-4,-13,3,-1,-6,-7,-2
CCOC(=O)c1ccc(CSc2nnc(N)s2)cc1,0,0,0,-5,-7,2,-26[20 µM],-2,-1
O=C(N/N=C/c1ccc(O)cc1)c1[nH]c2ccc(Br)cc2c1-c1ccccc1,-2,-22,-1,-16,-55,8,-14,-17,-11
O=C1C(C=Nc2ccccc2O)=C(O)c2ccccc21,-2,-7,-1,-7,0,-8,-10,-10,-15

# An excerpt from above in order of length of the SMILES, lowest first.
SMILES,Runt-SMMHC FRET,Tb hexokinase,Runt-CBFb FRET,EBV gp42 block,Calpain2 inh,p97 inhibitor,Furin inh,NCF1 inh,RBBP9 inhibitor
c1ccc(-c2csc(Nc3ccc4c(c3)OCCO4)n2)cc1,6,-2,10,4,-6,3,-11[20 µM],-5,-2
COc1ccc(CNC(=O)COC(=O)/C=C/c2cccc(Br)c2)cc1,-2,-4,-2,-17,-9,3,-28,-9,3
CN(CCC1CCOCC1)C(=O)CC1C(=O)NCCN1C/C=C/c1ccccc1 (stereo not given),0,-6,1,-2,-19,3,-16,2,-4

# Screens as filed in PubChem.
